Assay outcomes from PubChem.
TRPC4 potent: positive allosteric modulators of TRPC4, primary screen, cell-based, mouse TRPC4beta, HEK293 mu-opioid, Fluo-4 calcium. Short transient receptor potential channel 4 (Mus musculus), Q9QUQ5. DAMGO EC20, Fluo-4 Ca2+ flux; stronger effect = higher value. B-score at 10 µM. hit rate 0.42% among 310,000. AID 2227, 2009;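 active = B-score of calcium response area above 5 SD of library B-scores, with initial fluorescence ratio within 5 SD of library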;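 note: B-score of integrated fluorescence ratio over time as area under calcium response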
KCNK3 inh: human KCNK3 channel inhibitors, primary screen, CHO cells, FluxOR thallium flux, B-score; FluxOR fluorescence; stronger effect = lower value; hit rate 0.84% among 340,000; Potassium channel subfamily K member 3 (Homo sapiens), O14649; B-score at 10 µM;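 active = B-score under library mean minus 4 SD, starting fluorescence ratio at most library mean plus 5 SD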;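 note: more negative B-score means stronger inhibition of thallium flux through KCNK3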
KCNQ1 inh: inhibitors of human KCNQ1 channel, primary screen, cell-based, thallium flux, high-throughput. Potassium voltage-gated channel subfamily KQT member 1 (Homo sapiens), P51787. CHO-K1 KCNQ1, FluxOR thallium flux fluorescence; stronger effect = higher value. B-score at 10 µM. hit rate 1.3% among 310,000. AID 2642, 2010;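 active = compounds whose thallium flux B-score, printed positive for inhibition, exceeds three library SD while starting fluorescence stays within three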;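 note: channel opened by potassium depolarization with thallium stimulus after 20 min compound exposure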
Target sequence (P51787 whole entry, looked up): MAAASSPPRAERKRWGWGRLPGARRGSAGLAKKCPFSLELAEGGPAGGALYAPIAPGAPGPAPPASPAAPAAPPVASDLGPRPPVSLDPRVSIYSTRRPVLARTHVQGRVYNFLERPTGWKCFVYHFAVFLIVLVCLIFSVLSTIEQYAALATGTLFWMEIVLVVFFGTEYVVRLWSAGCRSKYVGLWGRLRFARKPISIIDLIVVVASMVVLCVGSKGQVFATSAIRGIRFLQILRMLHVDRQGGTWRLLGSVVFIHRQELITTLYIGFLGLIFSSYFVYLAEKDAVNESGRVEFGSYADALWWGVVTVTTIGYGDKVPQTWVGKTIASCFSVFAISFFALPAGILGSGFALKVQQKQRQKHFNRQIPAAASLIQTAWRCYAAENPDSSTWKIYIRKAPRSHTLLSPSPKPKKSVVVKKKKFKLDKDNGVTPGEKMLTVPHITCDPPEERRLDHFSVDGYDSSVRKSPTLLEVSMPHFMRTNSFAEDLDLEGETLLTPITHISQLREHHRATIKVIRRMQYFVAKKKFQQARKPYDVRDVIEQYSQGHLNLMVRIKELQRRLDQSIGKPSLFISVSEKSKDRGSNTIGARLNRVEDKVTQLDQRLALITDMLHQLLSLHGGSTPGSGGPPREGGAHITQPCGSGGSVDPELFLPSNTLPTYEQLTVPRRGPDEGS
ANO1 activ: TMEM16A chloride channel activators or potentiators, primary screen, cell-based, HTS. B-score at 10 µM. hit rate 0.3% among 340,000. HEK293 TMEM16A/YFP-H148Q/I152L, iodide quench fluorescence; stronger effect = lower value. Anoctamin-1 (Mus musculus), Q8BHY3;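 active = fluorescence-ratio B-score plate-corrected deviation score at least 3 library SD below zero, with starting fluorescence score within 5 deviations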;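 note: channel opened by trigger with iodide after compound preincubation; score built on the fluorescence ratio of max minus min over baseline; more negative score means more quench and so TMEM16A activation or potentiation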
HDAC3 inhib: HDAC3 deacetylase inhibitors, primary screen, biochemical, fluorescence, cell-free homogeneous; recombinant HDAC3, fluorogenic peptide/trypsin coupled; inhibition, % at 8.3 µM; hit rate 0.15% among 320,000; in the data active = inhibition above about 26%, passing the limit was not always enough; inconclusive = no clear call, values can overlap the other calls
ANO1 block: TMEM16A chloride channel inhibitors, primary screen, cell-based, HTS. hit rate 1.2% among 310,000. HEK293 TMEM16A/YFP iodide influx fluorescence, ionomycin. normalized B-score (activity score, 25-100; higher = stronger inhibition) at 10 µM. AID 588511, 2011;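 active = ratio plate-corrected score three or more library SD toward inhibition, starting fluorescence score within five deviations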;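 note: score derived from kinetic fluorescence span divided by baseline fluorescence per well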
Dyrk1A ADPGlo: rat Dyrk1A kinase inhibitors, primary screen, biochemical, single point, plate reader | Dual specificity tyrosine-phosphorylation-regulated kinase 1A (Rattus norvegicus), Q63470 | ADP-Glo luminescence, NFATc1 peptide | hit rate 0.43% among 310,000 | inhibition, % at 12.5 µM; in the data active = inhibition above about 50%;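 note: plate controls were vehicle with enzyme for no effect and no enzyme for full effect; many of its hits are not listed in these tables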
TRPC4 agonist: activators of mouse TRPC4 channel, primary screen, Fluo4 calcium, HEK293 TRPC4beta/mu-opioid cells. Short transient receptor potential channel 4 (Mus musculus), Q9QUQ5. Fluo4 calcium fluorescence; stronger effect = higher value. B-score at 10 µM. hit rate 0.49% among 310,000. AID 2237, 2010;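 active = B-score above 5 SD of library B-scores, and initial fluorescence ratio not above library mean plus 5 SD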;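 note: positive B-score marks a calcium rise read as TRPC4 activation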
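Assay system: HEK293 stable line with TRPC4beta plus mu-opioid receptor; schedule: 45 min room-temperature Fluo4 loading, 110 s read; technique: kinetic Fluo4 calcium fluorescence; evaluation: integrated baseline-normalised fluorescence ratio, converted to per-well B score; controls: buffer (low) and maximal DAMGO (high)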
KCNK9 inh: KCNK9 potassium channel inhibitors, primary screen, HEK293 cells, thallium flux. Potassium channel subfamily K member 9 (Homo sapiens), Q9NPC2. FluxOR thallium flux fluorescence; stronger effect = lower value. B-score at 10 µM. hit rate 1.2% among 310,000. AID 488922, 2010;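 active = ratio B-score over 3 SD below the library mean, with starting fluorescence within 5 SD of its mean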;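 note: negative B-score means less thallium flux so channel inhibition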
Target sequence (Q9NPC2 whole entry, looked up): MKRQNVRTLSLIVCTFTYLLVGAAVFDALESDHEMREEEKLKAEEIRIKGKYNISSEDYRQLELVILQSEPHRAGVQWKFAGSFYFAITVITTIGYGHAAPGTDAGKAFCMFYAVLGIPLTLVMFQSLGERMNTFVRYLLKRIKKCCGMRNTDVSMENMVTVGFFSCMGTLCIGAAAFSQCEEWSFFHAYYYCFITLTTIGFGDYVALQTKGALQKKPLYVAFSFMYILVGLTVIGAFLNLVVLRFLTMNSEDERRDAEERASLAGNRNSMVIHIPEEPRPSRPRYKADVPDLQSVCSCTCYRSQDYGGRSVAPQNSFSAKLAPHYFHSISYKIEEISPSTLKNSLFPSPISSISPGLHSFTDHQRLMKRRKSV
KCNQ1 pot: potentiators or activators of KCNQ1 channel, primary screen, cell-based, thallium flux, high-throughput | B-score at 10 µM | hit rate 0.35% among 310,000 | CHO-K1 KCNQ1, thallium flux FluxOR fluorescence; stronger effect = higher value | Potassium voltage-gated channel subfamily KQT member 1 (Homo sapiens), P51787;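 active = fluorescence ratio B-score, a plate-corrected score, at least three library SD, with initial intensity B-score within 5 SD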
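System: Stable KCNQ1 CHO-K1 line | Incubation: 90 min dye loading and 20 min compound exposure, both at room temperature | Measure: Ratio B score | Medium: Assay buffer for compound exposure, DMSO matched across wells | Compound dosing: Single-concentration screen | Probe or stimulus: K+/Tl+ depolarizing stimulus | Measured by: Kinetic FluxOR fluorescence, 10 s baseline plus 110 s post-stimulus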
hERG protect: hERG rescue from dofetilide block, primary screen, cell-based, CHO-hERG, FluxOR thallium flux, dofetilide IC70. hit rate 0.51% among 310,000. AID 1511, 2009. activation (rescue from dofetilide block), less the hit threshold, % at 10 µM. dofetilide IC70 present;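 active = activation above the mean of controls blocked by dofetilide plus 5 SD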;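 note: thallium influx through hERG after potassium depolarization seen as dye fluorescence rise; in these data hits start at about 4.7%; inactives centre near -7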
An asterisk follows results filed as active; i = inactive; ? = inconclusive; nt = no result given. An excerpt; rates above refer to the full screens.

SMILES	TRPC4 potent	KCNK3 inh	KCNQ1 inh	ANO1 activ	HDAC3 inhib	ANO1 block	Dyrk1A ADPGlo	TRPC4 agonist	KCNK9 inh	KCNQ1 pot	hERG protect
Cc1cc(C(=O)CSc2nnc(-c3ccccc3)n2-c2ccccc2)c(C)n1-c1ncn[nH]1	i	i	i	i	-1	i	-10	i	i	i	-12
CC1Sc2ccc(S(=O)(=O)CCC(=O)NC3CCCCCC3)cc2NC1=O (stereo not drawn)	i	i	i	i	7	i	-2	i	i	i	-10
CCOC(=O)CSc1nc2sc3c(c2c(=O)n1-c1ccc(OCC)cc1)CCN(C)C3	i	i	i	i	5	i	-11	i	i	i	-7
CCn1c(SCC#N)nc2ccccc2c1=O	i	i	i	i	-1	i	1	i	i	i	-9
C/C(CC(=O)Nc1ccc(Cl)cc1Cl)=N\NC(=O)c1ccncc1	i	i	i	i	-1	i	1	i	i	i	-6
CC(=O)c1cccc(NC(=O)COc2ccc(S(=O)(=O)N3CCOCC3)cc2)c1	i	i	i	i	-2	i	40	i	i	i	-6
CSCCC(NC(=O)CCN1C(=O)c2ccccc2C1=O)C(=O)O (stereo not drawn)	i	i	i	i	5	i	-3	i	i	i	-2
CSC1=NC2(CC(c3ccccc3)Oc3cc(O)ccc32)CC(C)(C)N1 (stereo not drawn)	i	i	i	i	1	i	-3	i	i	i	-18
COc1cccc(-c2ccc(C#N)c(OC(=O)c3c(Cl)cccc3Cl)n2)c1	i	i	i	i	0	i	-4	i	-10*	i	-6
COc1ccccc1CNC(=O)c1ccc(CS(=O)(=O)c2ccccc2)o1	i	i	i	i	13	i	-10	i	i	i	-5
CSc1ccccc1OCc1cc(C(=O)NCc2cccc(C)n2)no1	i	i	i	i	2	i	-4	i	i	i	-9
O=C(CN(Cc1ccccc1)C(=O)CCC(=O)Nc1ccccn1)NCc1ccco1	i	i	i	i	-3	i	-3	i	i	i	-18
Cc1ccccc1-n1c(-c2ccco2)n[nH]c1=S	i	i	i	i	5	i	nt	i	i	i	-4
Cc1ccccc1N(C(=O)Cn1nnc(-c2ccc(F)cc2)n1)C(C(=O)NC(C)(C)C)c1ccncc1 (stereo not drawn)	i	i	i	i	9	i	-1	i	i	i	-6
COc1ccc(NC(=O)c2c3c(nc4ccccc24)CCC3)cc1	i	i	i	i	2	i	3	i	i	i	-7
CC(C)C[C@H](NC(=O)C1CCN(S(=O)(=O)c2ccccc2)CC1)C(=O)NCc1cccnc1	i	i	i	i	9	i	-4	i	i	i	-4
O=C(Nc1ccc(NC(=O)c2cccnc2)cc1)c1ccccc1	i	i	i	i	2	i	-1	i	i	i	-6
O=C(Cc1cccc2ccccc12)NNC(=O)Nc1cccc(Cl)c1	i	i	i	i	1	i	-3	i	i	i	-7
O=C1Nc2cc(Cl)c(Cl)cc2N(O)N1c1cccc(Cl)c1	i	i	i	i	5	i	-8	i	i	i	-5
Cn1ccnc1SCCNC(=O)C1CCC(=O)N(Cc2ccc(Cl)cc2)C1 (stereo not drawn)	i	i	i	i	-4	i	nt	i	i	i	-3
O=C(O)c1ccc2c(c1)C(=O)N(c1cc([N+](=O)[O-])ccn1)C2=O	i	i	i	nt	2	i	-2	i	i	i	5.2*
Cc1ccc(CN2C(=O)CCC2C(=O)NCc2ccco2)cc1 (stereo not drawn)	i	i	i	i	1	i	6	i	i	i	-6
O=C(Cn1ncc(N2CCOCC2)c(Br)c1=O)c1ccc(Cl)cc1	i	i	i	i	1	i	2	i	i	i	-6
Cc1cc(S(=O)(=O)Nc2ccc3c(c2)COC3=O)ccc1F	i	i	i	i	0	i	-4	i	i	i	-5
CC(=O)Nc1ccc(S(=O)(=O)Nc2cccc(-c3cn4cccnc4n3)c2)cc1	i	i	i	i	-78	i	-3	i	i	i	-9
O=C(COC(=O)C1CCN(S(=O)(=O)c2c(Cl)cccc2Cl)CC1)NCc1ccco1	i	i	i	i	-2	i	4	i	i	i	-7
Cc1ccc(S(=O)(=O)CC(CN2CCOCC2)N2CCOCC2)cc1 (stereo not drawn)	i	i	i	i	-14	i	-8	i	i	i	-7
O=C(Nc1ccccc1C(=O)N1CCCCCC1)c1ccc(Cl)cc1	i	i	i	i	-10	i	-2	i	i	i	-9
COc1ccccc1-n1c2nc3ccccc3nc2c2c(=O)n(-c3cc(C)cc(C)c3)cnc21	i	i	i	i	9	i	8	i	-8.5*	i	-10
O=C(NCC(=O)N1CCN(S(=O)(=O)/C=C/c2ccccc2)CC1)c1ccc(Cl)cc1	i	i	i	i	-2	i	-2	i	i	i	-7
Oc1cccc(Nc2ncnc3ccccc23)c1	i	i	i	i	0	i	12	i	i	i	-2
Cc1ccc([N+](=O)[O-])cc1NC(=O)Nc1ccc(S(N)(=O)=O)cc1	i	i	i	i	2	i	6	i	i	i	-4
Cc1ccc2nc3c(cc(C(=O)NC4CCCCC4)c(=N)n3C3CCCCC3)c(=O)n2c1	i	i	i	i	-81	i	7	i	i	i	-14
Cc1cc(=O)oc(C)c1C(=O)NCCc1ccc(F)cc1	i	i	i	i	-2	i	nt	i	i	i	5
CCc1ccc(OCC(O)CN2CCN(c3ccc(OC)cc3)CC2)cc1 (stereo not drawn)	i	i	i	i	2	i	4	i	i	i	-7
Cc1cc(C)nc(-n2nc(C)cc2NC(=O)c2cc3ccccc3oc2=O)n1	i	i	i	i	5	i	-4	i	i	i	-5
COc1cccc(C(=O)NC2(C(F)(F)F)N=C3SCCN3C2=O)c1 (stereo not drawn)	i	i	i	i	-2	i	-5	i	i	i	-11
Nc1nc2c(F)cccc2s1	i	i	i	i	-7	i	-4	i	i	i	-6
CC1(C)CC(=O)C2=C(C1)OC(N)=C(C#N)C21C(=O)N(Cc2ccccc2Cl)c2ccccc21 (stereo not drawn)	i	i	i	i	5	i	-5	i	i	i	-7
O=C(CSc1nnc2c(Cl)cc(C(F)(F)F)cn12)Nc1ccc2c(c1)OCO2	i	i	i	i	-4	i	-8	i	i	i	-7
CCc1nnc(NS(=O)(=O)c2ccc(NC(=S)NC(=O)/C=C/c3ccc(C(C)C)cc3)cc2)s1	i	i	i	i	14	100*	13	i	i	i	-7
CCC(NC(=S)Nc1ccccc1)C(=O)O (stereo not drawn)	i	i	i	i	-1	i	0	i	i	i	-4
COCCCNC(=S)N(CCN(C)C)Cc1cc2cc3c(cc2[nH]c1=O)OCCO3	i	i	i	i	55*	i	-7	i	i	i	-6
CCC(=O)N/C(=N/c1nc(C)cc(C)n1)Nc1ccc(OC)cc1	i	i	i	i	-5	i	nt	i	i	i	-4
CCCCn1c(SCC(=O)OCC)nc2c1c(=O)[nH]c(=O)n2C	i	i	i	i	-7	i	-2	i	i	i	-15
CC1=NN(c2ccc([N+](=O)[O-])cc2)C(=O)/C1=C\N(C)C	i	i	i	i	7	i	2	i	i	i	-8
CCOC(=O)c1sc2nc(C)nc(NCc3cccnc3)c2c1C	i	i	i	i	-6	i	3	i	i	i	-6
COc1ccc(CN2CCCC(C(=O)N3CCc4ccccc4C3)C2)cc1OC (stereo not drawn)	i	i	i	i	1	i	-4	i	i	i	-2
Cc1nc(NC(=O)c2ccc([N+](=O)[O-])cc2Cl)sc1C(=O)N(C)C	i	i	i	i	5	i	5	i	i	i	-5
Cc1ccc(S(=O)(=O)N2CCCC2C(=O)NCc2ccccc2F)cc1 (stereo not drawn)	i	i	i	i	-3	i	11	i	i	i	-6
CN(CC(=O)Nc1ccccc1F)CC(=O)Nc1ccccc1Br	i	i	i	i	8	i	-2	i	i	i	-15
CCN(Cc1ccccc1)C(=O)CSc1nncn1C	i	i	i	i	14	i	-5	i	i	i	-9
C=C1C2(C(=O)NCc3ccco3)CCC(C2)C1(C)C (stereo not drawn)	i	i	i	i	?	i	4	i	i	i	-5
CC(NC(=O)OCc1ccccc1)C(=O)Oc1cc2oc(=O)cc(-c3ccccc3)c2cc1Cl (stereo not drawn)	i	i	i	i	-20	i	7	i	i	i	-9
CCc1ccc(CNC(=O)C2CCN(S(=O)(=O)N3CCCC3)CC2)cc1	i	i	i	i	-7	i	-2	i	i	i	0
O=C1C=CN(C(=O)Oc2ccccc2)CC1	i	i	i	i	2	i	0	i	i	i	-3
CCCn1c(NC(=O)C2CCN(S(=O)(=O)c3cccs3)CC2)nc2ccccc21	i	i	i	i	3	i	0	i	i	i	-4
CCNc1nc(NC(C)C)nc(OCCNS(=O)(=O)c2cc(C)ccc2C)n1	i	i	i	i	6	i	-2	i	i	i	-4
COc1ccc(NC(=O)NCc2cccnc2)cc1OC	i	i	i	i	2	i	1	i	i	i	-8
Cc1csc(=O)n1CC(=O)OCC(=O)Nc1ccc(Cl)cc1F	i	i	i	i	nt	i	10	i	i	i	-15
CCN(CC)S(=O)(=O)c1ccc2[nH]cc(C(=O)NCCCN3CCCCC3C)c(=O)c2c1 (stereo not drawn)	i	i	i	i	2	i	-4	i	i	i	0
NS(=O)(=O)c1ccc(CCNC(=O)CN2CCN(c3ccccc3O)CC2)cc1	i	i	i	i	-3	i	-80	i	i	i	-4
O=C(NC1CCCCC1)C(c1ccccc1)N(C(=O)Cc1ccsc1)c1ccccc1 (stereo not drawn)	i	i	i	i	-2	i	1	i	i	i	-7
